Screens from PubChem.
All columns: NCI-60 one-dose screen, growth in % after 48 h at 10 µM unless noted; 100 = growth as untreated, 0 = no growth, -100 = all killed.
NCI-H23: NCI-H23 lung cancer | 4% of 80,000 active | AID 1794731
OVCAR-3: OVCAR-3 ovarian cancer | 7% of 79,000 active
NCI/ADR-RES: NCI/ADR-RES ovarian cells. 4.4% of 81,000 active. AID 1794790
SK-OV-3: SK-OV-3 ovarian cancer cells | AID 1794785 | 3.2% of 80,000 active
OVCAR-4: OVCAR-4 ovarian cancer cells. 3.7% of 80,000 active. AID 1794784
OVCAR-8: OVCAR-8 ovarian cancer. 4.4% of 81,000 active. AID 1794782
OVCAR-5: OVCAR-5 ovarian cancer. 2.9% of 82,000 active
NCI-H522: NCI-H522 lung cancer; 8% of 78,000 active; AID 1794739
IGROV1: IGROV1 ovarian cancer; 4.7% of 79,000 active; AID 1794786
Active calls of the source: *; & = joins results of further samples. The calls were made as follows: active = growth percent below 10; inactive = the rest.

For O=C(CN1CCN(c2cc3c(cc2F)c(=O)c(C(=O)O)cn3C2CC2)CC1)N/N=C/c1ccco1 the results were NCI-H23 104, OVCAR-3 107, NCI/ADR-RES 103, SK-OV-3 89, OVCAR-4 105, OVCAR-8 98, OVCAR-5 85, NCI-H522 94 and IGROV1 101.
CCNC(=O)c1[nH]cc(-c2ccc(OC)cc2)c1-c1cc(OC)c(OC)c(OC)c1 was read as NCI-H23 60, OVCAR-3 2.5*, NCI/ADR-RES 20, SK-OV-3 58, OVCAR-4 46, OVCAR-8 66, OVCAR-5 75, NCI-H522 18 and IGROV1 47.
For COc1ccc(CNC(=O)[C@H](O)[C@@H](N)Cc2ccccc2)cc1OC the results were NCI-H23 99, OVCAR-3 119, NCI/ADR-RES 111, SK-OV-3 117, OVCAR-4 116, OVCAR-8 100, OVCAR-5 100, NCI-H522 99 and IGROV1 105.
`O=[N+]([O-])c1ccc(N=Nc2ccc(N(CCO)CCO)cc2)cc1` gave NCI-H23 90, OVCAR-3 105, NCI/ADR-RES 103, SK-OV-3 104, OVCAR-4 119, OVCAR-8 105, OVCAR-5 110, NCI-H522 99 and IGROV1 107.
Screening CCOC(=O)NCCO returned NCI-H23 109, OVCAR-3 112, NCI/ADR-RES 107, SK-OV-3 104, OVCAR-4 107, OVCAR-8 101, OVCAR-5 101, NCI-H522 83 and IGROV1 105.
For O=c1oc2ccccc2cc1-c1cc(-c2ccc(O)cc2)cc(-c2cc3ccccc3oc2=O)n1 the results were NCI-H23 97, OVCAR-3 115, NCI/ADR-RES 100, SK-OV-3 101, OVCAR-4 103, OVCAR-8 103, OVCAR-5 114, NCI-H522 88 and IGROV1 102.
For Oc1ccccc1N=Cc1ccc2c(c1)OCO2 the results were NCI-H23 93, OVCAR-3 109, NCI/ADR-RES 97, SK-OV-3 120, OVCAR-4 99, OVCAR-8 96, OVCAR-5 119, NCI-H522 70 and IGROV1 119.
Cc1c[nH]c(=O)n(Cc2nnc(CCC(=O)c3nc4ccccc4[nH]3)o2)c1=O was read as NCI-H23 37, OVCAR-3 -15*, NCI/ADR-RES 91, SK-OV-3 -7.9*, OVCAR-8 21, OVCAR-5 14, NCI-H522 13 and IGROV1 48.
CC(C(=O)c1ccccc1)C1(O)C(=O)Nc2ccc(Cl)cc21 (centres undefined) was read as NCI-H23 88, OVCAR-3 100, NCI/ADR-RES 106, SK-OV-3 72, OVCAR-4 92, OVCAR-8 96, OVCAR-5 104, NCI-H522 76 and IGROV1 95.
CCCCN(C#N)c1ccccc1 was read as NCI-H23 122, OVCAR-3 110, NCI/ADR-RES 123, SK-OV-3 107, OVCAR-4 119, OVCAR-8 110, OVCAR-5 98, NCI-H522 108 and IGROV1 126.
Screening Nc1ncnc2c1c(-c1ccc(Oc3ccccc3)cc1)nn2C[C@@H]1SSC[C@@H]1O returned NCI-H23 29, OVCAR-3 3.2*, NCI/ADR-RES 61, SK-OV-3 3.7*, OVCAR-4 45, OVCAR-8 70, OVCAR-5 78, NCI-H522 -22* and IGROV1 -6.9*.
For O=C1/C(=C/c2cccs2)SC(=S)N1N1CCOCC1 the results were NCI-H23 95, OVCAR-3 108, NCI/ADR-RES 98, SK-OV-3 96, OVCAR-4 110, OVCAR-8 94, OVCAR-5 93, NCI-H522 78 and IGROV1 103.
COc1ccc(-c2cc(-c3nnc(SCC(=O)N4CCN(c5cc6c(cc5F)c(=O)c(C(=O)O)cn6C5CC5)CC4)o3)c3ccccc3n2)cc1 was read as NCI-H23 105, OVCAR-3 118, NCI/ADR-RES 112, SK-OV-3 114, OVCAR-4 115, OVCAR-8 99, OVCAR-5 97, NCI-H522 92 and IGROV1 109.
`CC(O)(c1ccccc1)C(C)(O)c1ccccc1` (centres undefined) gave NCI-H23 105, OVCAR-3 115, NCI/ADR-RES 103, SK-OV-3 106, OVCAR-4 105, OVCAR-8 119, OVCAR-5 90 and NCI-H522 57.
Screening CC(/C=N/NC(N)=O)=N\NC(N)=O returned NCI-H23 105, OVCAR-3 109, NCI/ADR-RES 103, SK-OV-3 100, OVCAR-4 98, OVCAR-8 104, OVCAR-5 106, NCI-H522 98 and IGROV1 111.
c1ccc(-c2[nH]cc3c2CCc2cncnc2-3)cc1 was read as NCI-H23 105, OVCAR-3 119, NCI/ADR-RES 106, SK-OV-3 103, OVCAR-4 90, OVCAR-8 103, OVCAR-5 105 and NCI-H522 96.
For CS(=O)(=O)Nc1ccc(C(=O)NC(C(=O)NO)c2ccc(-c3cccc(F)c3)cc2)cc1 (centres undefined) the results were NCI-H23 46, OVCAR-3 65, NCI/ADR-RES 67, OVCAR-4 71, OVCAR-8 97, OVCAR-5 32, NCI-H522 30 and IGROV1 40.
For CCOC(=O)c1ccc(N2C(=O)/C(=C/N3N=C(c4ccccc4)CC3c3ccccc3O)SC2=S)cc1 (centres undefined) the results were NCI-H23 73, OVCAR-3 78, NCI/ADR-RES 88, SK-OV-3 96, OVCAR-4 92, OVCAR-8 96, OVCAR-5 103, NCI-H522 83 and IGROV1 73.
COc1ccc(OC)c(-c2nc(SCC(=O)c3ccc(C#N)cc3)[nH]c(=O)c2C#N)c1 was read as NCI-H23 98, OVCAR-3 89, NCI/ADR-RES 97, SK-OV-3 78, OVCAR-4 106, OVCAR-8 99, OVCAR-5 89, NCI-H522 90 and IGROV1 96.
Cc1ccc(NC(=O)N2CC(C)OC(C)C2)cc1[N+](=O)[O-] (centres undefined) was read as NCI-H23 102, OVCAR-3 105, NCI/ADR-RES 101, SK-OV-3 102, OVCAR-4 103, OVCAR-8 102, OVCAR-5 104, NCI-H522 93 and IGROV1 96.
For COc1ccc(C(=O)N2C=Cc3ccccc3C2C(N)=O)cc1 (centres undefined) the results were NCI-H23 84, OVCAR-3 101, NCI/ADR-RES 96, SK-OV-3 99, OVCAR-4 107, OVCAR-8 96, OVCAR-5 92, NCI-H522 94 and IGROV1 113.
Cc1oc2nc[nH]c(=O)c2c1C(=O)/C=C/c1ccccc1 was read as NCI-H23 95, OVCAR-3 106, NCI/ADR-RES 99, SK-OV-3 100, OVCAR-4 98, OVCAR-8 98, OVCAR-5 109, NCI-H522 98 and IGROV1 86.
Screening O=C(NCc1nnc2n(Cc3ccccc3)c(=O)c3c4c(sc3n12)CCCC4)c1ccccc1 returned NCI-H23 94, OVCAR-3 86, NCI/ADR-RES 77, SK-OV-3 125, OVCAR-4 71, OVCAR-8 100, OVCAR-5 109, NCI-H522 86 and IGROV1 65.
Screening COc1ccccc1/C=C/C(=O)c1ccc(OC)c(S(N)(=O)=O)c1 returned NCI-H23 23, OVCAR-3 7.8*, NCI/ADR-RES 23, SK-OV-3 47, OVCAR-4 43, OVCAR-8 -9.2*, OVCAR-5 12, NCI-H522 -9.8* and IGROV1 39.
For CN(C)N=Nc1ccc(N=Nc2ccc(N(CCO)CCO)cc2)cc1 the results were NCI-H23 110, OVCAR-3 105, NCI/ADR-RES 107, SK-OV-3 95, OVCAR-4 108, OVCAR-8 97, OVCAR-5 96, NCI-H522 100 and IGROV1 99.
O=S(=O)(c1ccccc1)n1ccc2c1-c1oncc1CC2 was read as NCI-H23 107, OVCAR-3 103, NCI/ADR-RES 98, SK-OV-3 108, OVCAR-4 103, OVCAR-8 98, OVCAR-5 49, NCI-H522 107 and IGROV1 107.
`Nc1ncnc2c1cnn2Cc1ccccc1` gave NCI-H23 98, OVCAR-3 103, NCI/ADR-RES 98, SK-OV-3 94, OVCAR-4 99, OVCAR-8 97, OVCAR-5 93, NCI-H522 82 and IGROV1 101.
Cc1cc(C)c(S(=O)(=O)N(CCc2cccc(Br)c2)Cc2ccc(-c3cccc(S(C)(=O)=O)c3)cc2)c(C)c1 was read as NCI-H23 79, OVCAR-3 104, NCI/ADR-RES 89, SK-OV-3 104, OVCAR-4 73, OVCAR-8 84, OVCAR-5 97, NCI-H522 77 and IGROV1 95.
For N#Cc1cnn(C(C2=C(O)c3ccccc3CC2)c2ccc(Cl)cc2)c1N (centres undefined) the results were NCI-H23 90, OVCAR-3 90, NCI/ADR-RES 92, SK-OV-3 78, OVCAR-4 76, OVCAR-8 87, OVCAR-5 89, NCI-H522 68 and IGROV1 47.
For COc1ccc2c(c1C)CN1CCc3cc4c(cc3C1=C2)OCO4 the results were NCI-H23 97, OVCAR-3 103, NCI/ADR-RES 95, SK-OV-3 103, OVCAR-4 94, OVCAR-8 88, OVCAR-5 88 and IGROV1 107.
CCOC(=O)C(N)CSC(=O)NC (centres undefined) was read as NCI-H23 105, OVCAR-3 113, NCI/ADR-RES 150, SK-OV-3 133, OVCAR-5 160 and NCI-H522 71.
N#C/C(=N\Nc1ccccc1)C(=O)Nc1cc(-c2ccccc2)nn1-c1ccccc1 was read as NCI-H23 6.9*, OVCAR-3 12, NCI/ADR-RES 41, SK-OV-3 31, OVCAR-4 22, OVCAR-8 41, OVCAR-5 72, NCI-H522 15 and IGROV1 31.
Screening NC(=O)OCC(NC(=O)OCc1ccccc1)C(=O)OCc1ccccc1 (centres undefined) returned NCI-H23 113, OVCAR-3 113, NCI/ADR-RES 116, SK-OV-3 104, OVCAR-4 111, OVCAR-8 100, OVCAR-5 106, NCI-H522 91 and IGROV1 98.
For NNC(=O)c1cc2ccccc2cc1O the results were NCI-H23 99&100, OVCAR-3 92&97, NCI/ADR-RES 99&98, SK-OV-3 94&95, OVCAR-4 82&94, OVCAR-8 98&101, OVCAR-5 91&115, NCI-H522 105&102 and IGROV1 101&97.
O=C(NCCCCC(c1ccc(F)cc1)c1ccc(F)cc1)NCCCc1cccnc1 was read as NCI-H23 24, OVCAR-3 27, NCI/ADR-RES 13, SK-OV-3 24, OVCAR-4 21, OVCAR-8 11, OVCAR-5 28, NCI-H522 17 and IGROV1 32.
For C=C(CC)C(=O)c1ccc(OCC(=O)O)c(Cl)c1Cl the results were NCI-H23 101&90, OVCAR-3 115&112, NCI/ADR-RES 103&100, SK-OV-3 111&111, OVCAR-4 104&111, OVCAR-8 105, OVCAR-5 117&78, NCI-H522 79&73 and IGROV1 116&76.
Screening CN(C/C=C/c1ccccc1)Cc1cccc2ccccc12 returned NCI-H23 88, OVCAR-3 101, NCI/ADR-RES 92, SK-OV-3 102, OVCAR-4 107, OVCAR-8 103, OVCAR-5 85, NCI-H522 80 and IGROV1 92.
For COc1cc(OC)cc(-c2nn(CC(=O)N3CCOCC3)c3ncnc(N)c23)c1 the results were NCI-H23 97, OVCAR-3 108, NCI/ADR-RES 108, SK-OV-3 101, OVCAR-4 100, OVCAR-8 102, OVCAR-5 113, NCI-H522 102 and IGROV1 98.
Screening O=c1c2cc(Cl)ccc2sc2c(NCCCO)nc3ccccc3c12 returned NCI-H23 80, OVCAR-3 118, NCI/ADR-RES 78, SK-OV-3 87, OVCAR-4 94, OVCAR-8 75, OVCAR-5 90, NCI-H522 53 and IGROV1 90.
For NS(=O)(=O)Oc1ccc(CNC(=O)C23CC4CC(CC(C4)C2)C3)cc1 the results were NCI-H23 105, OVCAR-3 111, NCI/ADR-RES 103, OVCAR-4 101, OVCAR-8 104, OVCAR-5 102, NCI-H522 90 and IGROV1 104.

Sorted by SMILES length (ascending): some entries from above
For NNC(=O)c1cc2ccccc2cc1O the results were NCI-H23 99&100, OVCAR-3 92&97, NCI/ADR-RES 99&98, SK-OV-3 94&95, OVCAR-4 82&94, OVCAR-8 98&101, OVCAR-5 91&115, NCI-H522 105&102 and IGROV1 101&97.
Screening CN(C/C=C/c1ccccc1)Cc1cccc2ccccc12 returned NCI-H23 88, OVCAR-3 101, NCI/ADR-RES 92, SK-OV-3 102, OVCAR-4 107, OVCAR-8 103, OVCAR-5 85, NCI-H522 80 and IGROV1 92.
For C=C(CC)C(=O)c1ccc(OCC(=O)O)c(Cl)c1Cl the results were NCI-H23 101&90, OVCAR-3 115&112, NCI/ADR-RES 103&100, SK-OV-3 111&111, OVCAR-4 104&111, OVCAR-8 105, OVCAR-5 117&78, NCI-H522 79&73 and IGROV1 116&76.
For COc1ccc2c(c1C)CN1CCc3cc4c(cc3C1=C2)OCO4 the results were NCI-H23 97, OVCAR-3 103, NCI/ADR-RES 95, SK-OV-3 103, OVCAR-4 94, OVCAR-8 88, OVCAR-5 88 and IGROV1 107.
Screening NC(=O)OCC(NC(=O)OCc1ccccc1)C(=O)OCc1ccccc1 (centres undefined) returned NCI-H23 113, OVCAR-3 113, NCI/ADR-RES 116, SK-OV-3 104, OVCAR-4 111, OVCAR-8 100, OVCAR-5 106, NCI-H522 91 and IGROV1 98.
O=C(NCCCCC(c1ccc(F)cc1)c1ccc(F)cc1)NCCCc1cccnc1 was read as NCI-H23 24, OVCAR-3 27, NCI/ADR-RES 13, SK-OV-3 24, OVCAR-4 21, OVCAR-8 11, OVCAR-5 28, NCI-H522 17 and IGROV1 32.
For COc1cc(OC)cc(-c2nn(CC(=O)N3CCOCC3)c3ncnc(N)c23)c1 the results were NCI-H23 97, OVCAR-3 108, NCI/ADR-RES 108, SK-OV-3 101, OVCAR-4 100, OVCAR-8 102, OVCAR-5 113, NCI-H522 102 and IGROV1 98.
N#C/C(=N\Nc1ccccc1)C(=O)Nc1cc(-c2ccccc2)nn1-c1ccccc1 was read as NCI-H23 6.9*, OVCAR-3 12, NCI/ADR-RES 41, SK-OV-3 31, OVCAR-4 22, OVCAR-8 41, OVCAR-5 72, NCI-H522 15 and IGROV1 31.
